Assay outcomes from PubChem BioAssay.
FLuc inh counter: Photinus pyralis luciferase inhibition counter-screen; ATPLite firefly luciferase biochemical luminescence, 10 min; P08659; AID 1006; inhibition, % at 10 µM; 1.5% of 200,000 active;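 active = inhibition above about 50% when tested at 10 µM, limit read from the data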
Target sequence (P08659 whole entry, looked up): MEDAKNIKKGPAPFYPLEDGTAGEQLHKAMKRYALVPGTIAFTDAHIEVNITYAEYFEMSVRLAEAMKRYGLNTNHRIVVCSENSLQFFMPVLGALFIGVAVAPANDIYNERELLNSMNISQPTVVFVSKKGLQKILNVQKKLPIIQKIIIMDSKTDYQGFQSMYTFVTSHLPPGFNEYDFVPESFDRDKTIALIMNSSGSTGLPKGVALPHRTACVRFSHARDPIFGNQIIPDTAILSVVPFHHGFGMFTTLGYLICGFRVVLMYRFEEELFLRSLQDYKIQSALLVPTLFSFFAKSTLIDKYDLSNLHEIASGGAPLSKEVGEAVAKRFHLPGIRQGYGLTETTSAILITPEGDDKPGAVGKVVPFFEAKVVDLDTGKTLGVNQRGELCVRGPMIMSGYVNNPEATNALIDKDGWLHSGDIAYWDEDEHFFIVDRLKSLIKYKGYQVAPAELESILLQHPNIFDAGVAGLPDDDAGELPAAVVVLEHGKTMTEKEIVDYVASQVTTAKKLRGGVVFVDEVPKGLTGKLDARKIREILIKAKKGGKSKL
FLuc act counter: firefly luciferase counter-screen for stimulation assays. P08659. ATPlite luciferase biochemical, luminescence, 10 min; 0 = ATP-free wells, 1 = DMSO control. activation factor at 10 µM. 200,000 tested, under 10 active. AID 1027;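 active = luciferase activation factor, scaled between plate controls, of at least 2 with compound at 10 µM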
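Assay system: Luciferase/luciferin reagent mix; Medium: PBS as buffer for the ATP substrate; Dosing: test compounds dosed from 2 mM stocks in 100% DMSO; Times: 10 min, room temperature; Signal: luminescence from luciferase reaction; Read-out: luciferase activation; Controls: No-ATP low control, compound-free enzyme-plus-ATP high control.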
STAT1 activator: activators of IFN-gamma induced STAT1 signaling. NIH 3T3 STAT1-luciferase reporter, luminescence; 100% = IFN-gamma alone, no compound. activation (% of control), % at 5.5 µM. 2.6% of 200,000 active;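 active = activation above the screen-wide mean activation plus 3 SD, cut at about 130% in these data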;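 also: raw ratio to IFN-gamma control signal so 100% means no change and 0% no light; values of inactives mirror those of a sister screen read the other way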
ROMK primary: human ROMK K+ channel modulation, primary screen. P48048. Tet-inducible ROMK, thallium flux fluorescence; actives lie on both sides. B-score at 10 µM. 2% of 130,000 active. AID 1918;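 active = signal ratio slope over the read window, or its plate-corrected B-score, at least 3 SD from the plate mean, either direction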;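 also: B-score of the F/F0 ratio slope over 7 to 12 s after thallium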
Target sequence (P48048 whole entry, looked up): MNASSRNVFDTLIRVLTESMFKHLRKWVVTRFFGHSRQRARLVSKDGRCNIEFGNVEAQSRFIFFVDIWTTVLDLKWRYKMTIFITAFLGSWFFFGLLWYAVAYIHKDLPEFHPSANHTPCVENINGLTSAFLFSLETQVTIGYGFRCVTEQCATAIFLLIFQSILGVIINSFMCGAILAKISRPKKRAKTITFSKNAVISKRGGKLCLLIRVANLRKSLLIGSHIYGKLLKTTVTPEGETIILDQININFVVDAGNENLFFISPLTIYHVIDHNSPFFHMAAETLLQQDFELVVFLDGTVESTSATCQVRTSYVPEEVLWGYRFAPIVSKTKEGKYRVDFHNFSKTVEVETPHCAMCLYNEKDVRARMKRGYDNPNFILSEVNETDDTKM
STAT3 blocker: reduces IL-6 driven STAT3 reporter signal; U3A cells, IL-6 STAT3-luciferase reporter, luminescence; host cell line lacks STAT1; inhibition, % at 5.5 µM; 0.89% of 190,000 active;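 active = inhibition above the mean inhibition across all screened compounds plus 3 SD, cut at about 44% in these data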;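 also: 0% = DMSO only wells and 100% = 100 µM nifuroxazide control wells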
STAT3 activator: STAT3 signaling activation; U3A cells, IL-6 STAT3-luciferase reporter, luminescence; 100% = signal with IL-6 EC80 alone; activation (% of control), % at 5.6 µM; 0.91% of 190,000 active;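 active = activation above the screen-wide mean of compound activation plus 3 SD, cut at about 130% in these data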;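 also: 0% = background luminescence of wells with medium and substrate only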
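Test system: human U3A cells carrying STAT3-luciferase construct; control set: IL-6-only wells as 100% reference; timing: compound pre-incubation 1 h before IL-6, then 6 h stimulation at 37 °C; also added: IL-6 stimulus at 33 ng/mL final; evaluation: % activation versus median of IL-6-stimulated wells; detection: reporter luminescence signal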
APP 5'UTR act: APP 5'UTR luciferase reporter activation; activation, % at 2 µM; 1% of 190,000 active; SH-SY5Y APP 5'UTR luciferase reporter, luminescence; zero percent = DMSO vehicle wells;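 active = activation above a set limit, based on mean plus 3 SD of controls, cut at about 140% in these data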; also: values of inactives mirror those of a sister screen read the other way
APP transl inh: APP translation inhibition | 0.82% of 190,000 active | inhibition, % at 2 µM | SH-SY5Y APP 5'UTR-luciferase reporter, luminescence;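 active = inhibition above a set limit, derived from the sample mean plus 3 SD, cut at about 45% in these data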; also: values of inactives mirror those of a sister screen read the other way
STAT1 inh: reduces IFN-gamma driven STAT1 reporter signal | NIH 3T3 STAT1-luciferase reporter, luminescence | inhibition, % at 5.5 µM | 0.35% of 200,000 active;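 active = inhibition above a set limit, the mean inhibition across all tested compounds plus 3 SD, cut at about 34% in these data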;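 also: 0% = IFN-gamma with DMSO and 100% = IFN-gamma with 300 µM nifuroxazide; values of inactives mirror those of a sister screen read the other way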
NF-kB neuron act: NF-kB expression increase, human neuronal cells | NF-kB reporter expression; stronger effect = higher value | 1.6% of 190,000 active | fold change at 12.5 µM; in the data active = fold change above about 3.3
The depositor's hits bear a star; & = joins results of further samples.

Screening CCOC(=O)c1c(C)n(-c2ccc(OC)cc2)c2c(C/C(C)=N/O)c(Br)c(OC)c(O)c12 returned FLuc inh counter -4, FLuc act counter 1, STAT1 activator 96, ROMK primary 1, STAT3 blocker -4, STAT3 activator 104, APP 5'UTR act 5, APP transl inh -5, STAT1 inh 4 and NF-kB neuron act 0.93.
Screening COc1cc(C(=O)N/N=C(\Cc2ncc[nH]2)c2ccccc2)cc(OC)c1OC returned FLuc inh counter -4, FLuc act counter 1, STAT1 activator 97, ROMK primary 0.55, STAT3 blocker 4, STAT3 activator 101, APP 5'UTR act -33, APP transl inh 33, STAT1 inh 1 and NF-kB neuron act 1.
For O=C(COC(=O)c1ccc([N+](=O)[O-])s1)Nc1ccccc1 the results were FLuc inh counter -6, FLuc act counter 1.1, STAT1 activator 93, ROMK primary -0.52, STAT3 blocker -9, STAT3 activator 110, APP 5'UTR act 3, APP transl inh -3, STAT1 inh 8 and NF-kB neuron act 1.
COc1ccccc1C(=O)Nc1ccc(C(=O)/C=C/c2cccs2)cc1 was read as FLuc inh counter -4, FLuc act counter 1, STAT1 activator 103, ROMK primary 0.21, STAT3 blocker 8, STAT3 activator 92, APP 5'UTR act 16, APP transl inh -16, STAT1 inh -4 and NF-kB neuron act 1.1.
`CCOc1ccc2nc(SCC(=O)Nc3nonc3C)[nH]c2c1` gave FLuc inh counter -5, FLuc act counter 1.1, STAT1 activator 99, ROMK primary -0.81, STAT3 blocker 4, STAT3 activator 102, APP 5'UTR act 6, APP transl inh -6, STAT1 inh -1 and NF-kB neuron act 1.3.
`Cc1ccccc1CCN(C(=O)CN1C(=O)c2ccccc2S1(=O)=O)C(C(=O)NCC1CCCO1)c1ccncc1` (stereo unspecified) gave FLuc inh counter -9, FLuc act counter 1.1, STAT1 activator 103, ROMK primary 0.096, STAT3 blocker -11, STAT3 activator 107, APP 5'UTR act -9, APP transl inh 9, STAT1 inh -4 and NF-kB neuron act 1.1.
O=c1[nH]nnc2sc3c(c12)CCCC3 was read as FLuc inh counter 0, FLuc act counter 1, STAT1 activator 104, ROMK primary -2.2, STAT3 blocker -5, STAT3 activator 107, APP 5'UTR act -6, APP transl inh 6, STAT1 inh -3 and NF-kB neuron act 1.5.
For CCOc1ccccc1-n1c(C)cc(C=O)c1C the results were FLuc inh counter -5, FLuc act counter 1.1, STAT1 activator 102, ROMK primary -0.018, STAT3 blocker 2, STAT3 activator 102, APP 5'UTR act -1, APP transl inh 1, STAT1 inh -5 and NF-kB neuron act 1.3.
O=C(N/N=C/c1cccc([N+](=O)[O-])c1)C1CC1c1ccccc1 (stereo unspecified) was read as FLuc inh counter -5, FLuc act counter 1, STAT1 activator 95, ROMK primary -0.11, STAT3 blocker 13, STAT3 activator 91, APP 5'UTR act 0, APP transl inh 0, STAT1 inh 6 and NF-kB neuron act 1.1.
Screening COC(=O)CSc1nc2ccc(C)cc2cc1C#N returned FLuc inh counter 0, FLuc act counter 1, STAT1 activator 153*, ROMK primary -0.84, STAT3 blocker 19, STAT3 activator 88, APP 5'UTR act 119, APP transl inh -119, STAT1 inh -61 and NF-kB neuron act 11*.
CCCN(CCC)C(=O)CSc1nc2ccccc2c(=O)n1CC1COc2ccccc2O1 (stereo unspecified) was read as FLuc inh counter -4, FLuc act counter 1, STAT1 activator 98, STAT3 blocker 7, STAT3 activator 97, APP 5'UTR act 7, APP transl inh -7, STAT1 inh 2 and NF-kB neuron act 0.71.
CC1=C(C(=O)OC2CCCC2)C(c2coc3ccc(C)cc3c2=O)C2=C(CCCC2=O)N1 (stereo unspecified) was read as FLuc inh counter -7, FLuc act counter 1.1, STAT1 activator 96, ROMK primary -0.78, STAT3 blocker -21, STAT3 activator 125, APP 5'UTR act 36, APP transl inh -36, STAT1 inh 4 and NF-kB neuron act 0.96.
OC(COc1cccc(OCC(O)CN2CCOCC2)c1)CN1CCOCC1 (stereo unspecified) was read as FLuc inh counter -7&-6, FLuc act counter 1.1&1.1, STAT1 activator 97&104, ROMK primary 0.25, STAT3 blocker 6&4, STAT3 activator 101&101, APP 5'UTR act 2&-4, APP transl inh -2&4, STAT1 inh 3&-6 and NF-kB neuron act 0.99&0.82.
Cc1cc(NC(=O)c2sc(Nc3ccc(F)c(Cl)c3)nc2N)no1 was read as FLuc inh counter -4, FLuc act counter 1, STAT1 activator 116, ROMK primary -0.34, STAT3 blocker 32, STAT3 activator 78, APP 5'UTR act 16, APP transl inh -16, STAT1 inh -17 and NF-kB neuron act 1.1.
`COC(=O)N/N=C/c1ccc(-c2cc(Cl)cc(Cl)c2)o1` gave FLuc inh counter -2, FLuc act counter 1, STAT1 activator 107, STAT3 blocker 17, STAT3 activator 88, APP 5'UTR act -1, APP transl inh 1, STAT1 inh -8 and NF-kB neuron act 0.85.
Screening O=C(CCN1CCCCC1)NCC1OCCc2ccccc21 (stereo unspecified) returned FLuc inh counter -6, FLuc act counter 1.1, STAT1 activator 102, ROMK primary 0.13, STAT3 blocker -1, STAT3 activator 104, APP 5'UTR act 10, APP transl inh -10, STAT1 inh -7 and NF-kB neuron act 1.2.
O=[N+]([O-])c1ccc(C=Nc2cccc3ccccc23)s1 was read as FLuc inh counter -6, FLuc act counter 1.1, STAT1 activator 105, ROMK primary 0.69, STAT3 blocker 16, STAT3 activator 88, APP 5'UTR act -11, APP transl inh 11, STAT1 inh -8 and NF-kB neuron act 1.1.
Cc1nc(S(=O)(=O)N2CCOCC2)c(C#N)c(C)c1Cl was read as FLuc inh counter -4, FLuc act counter 1, STAT1 activator 101, ROMK primary 0.02, STAT3 blocker -8, STAT3 activator 110, APP 5'UTR act -4, APP transl inh 4, STAT1 inh -1 and NF-kB neuron act 1.1.
`Cc1ccc(CN2CCN(CCC(C)C)C(CCO)C2)s1` (stereo unspecified) gave FLuc inh counter -2, FLuc act counter 1, STAT1 activator 98, STAT3 blocker 7, STAT3 activator 98, APP 5'UTR act 1, APP transl inh -1, STAT1 inh 0 and NF-kB neuron act 1.3.
`CCOC(=O)/C(C#N)=C/c1cc2ccccc2nc1N1CCOCC1` gave FLuc inh counter -6, FLuc act counter 1.1, STAT1 activator 101, STAT3 blocker 5, STAT3 activator 99, APP 5'UTR act -9, APP transl inh 9, STAT1 inh -1 and NF-kB neuron act 0.95.
For Cc1cc(C)n2cc(CSc3ccccn3)nc2n1 the results were FLuc inh counter -2, FLuc act counter 1, STAT1 activator 101, ROMK primary -0.17, STAT3 blocker 8, STAT3 activator 97, APP 5'UTR act -16, APP transl inh 16, STAT1 inh -1 and NF-kB neuron act 1.2.
`O=C(NCc1cccs1)c1ccc([N+](=O)[O-])cc1Cl` gave FLuc inh counter 13, FLuc act counter 0.9, STAT1 activator 108, STAT3 blocker 7, STAT3 activator 94, APP 5'UTR act 5, APP transl inh -5, STAT1 inh -9 and NF-kB neuron act 1.2.
CC(C)C(=O)Nc1ccc2c(c1)C(=O)NC2=O was read as FLuc inh counter -5, FLuc act counter 1, STAT1 activator 105, ROMK primary 0.52, STAT3 blocker 8, STAT3 activator 96, APP 5'UTR act 24, APP transl inh -24, STAT1 inh -7 and NF-kB neuron act 1.2.
For CCOc1ccc(C(=O)Nc2cc(C)on2)cc1OCC the results were FLuc inh counter -4, FLuc act counter 1, STAT1 activator 97, ROMK primary 0.35, STAT3 blocker 7, STAT3 activator 97, APP 5'UTR act 6, APP transl inh -6, STAT1 inh 3 and NF-kB neuron act 1.3.

Continued, starting with the last two of the part before.
CC(C)C(=O)Nc1ccc2c(c1)C(=O)NC2=O was read as FLuc inh counter -5, FLuc act counter 1, STAT1 activator 105, ROMK primary 0.52, STAT3 blocker 8, STAT3 activator 96, APP 5'UTR act 24, APP transl inh -24, STAT1 inh -7 and NF-kB neuron act 1.2.
For CCOc1ccc(C(=O)Nc2cc(C)on2)cc1OCC the results were FLuc inh counter -4, FLuc act counter 1, STAT1 activator 97, ROMK primary 0.35, STAT3 blocker 7, STAT3 activator 97, APP 5'UTR act 6, APP transl inh -6, STAT1 inh 3 and NF-kB neuron act 1.3.
CCCCc1c(O)nc(N2CCN(Cc3ccccc3)CC2)[nH]c1=O was read as FLuc inh counter -2, FLuc act counter 1, STAT1 activator 106, STAT3 blocker 3, STAT3 activator 100, APP 5'UTR act 10, APP transl inh -10, STAT1 inh -7 and NF-kB neuron act 1.
`CSC(=Nc1ccc(Cl)cc1)N[n+]1ccccc1` gave FLuc inh counter -9, FLuc act counter 1.1, STAT1 activator 92, ROMK primary 0.17, STAT3 blocker 16, STAT3 activator 89, APP 5'UTR act 23, APP transl inh -23, STAT1 inh 9 and NF-kB neuron act 0.97.
`Cc1ccc(-c2cc(C(F)F)n3ncc(C(=O)N4CCc5ccccc5C4)c3n2)cc1` gave FLuc inh counter -8, FLuc act counter 1.1, STAT1 activator 101, ROMK primary 5.8e-05, STAT3 blocker 11, STAT3 activator 93, APP 5'UTR act -15, APP transl inh 15, STAT1 inh -3 and NF-kB neuron act 1.
For CC(=O)Nc1ccc(S(=O)(=O)NCCSCc2ccco2)cc1 the results were FLuc inh counter -3, FLuc act counter 1, STAT1 activator 97, STAT3 blocker 18, STAT3 activator 93, APP 5'UTR act 21, APP transl inh -21, STAT1 inh 3 and NF-kB neuron act 1.
For CCC(=O)N1CCN(c2nc3ccccc3s2)CC1 the results were FLuc inh counter 25, FLuc act counter 0.8, STAT1 activator 129*, STAT3 blocker 11, STAT3 activator 92, APP 5'UTR act 51, APP transl inh -51, STAT1 inh -32 and NF-kB neuron act 1.8.
`OC1(C#CCCN2CCCCC2)c2ccccc2-c2ccccc21` gave FLuc inh counter -5, FLuc act counter 1, STAT1 activator 99, ROMK primary -0.24, STAT3 blocker 8, STAT3 activator 100, APP 5'UTR act 0, APP transl inh 0, STAT1 inh 1 and NF-kB neuron act 1.
Screening Cc1nn(CCC#N)c(NC(=O)c2ccc(Cl)cc2)c1P(=O)(Nc1ccc([N+](=O)[O-])cc1)N1CCOCC1 (stereo unspecified) returned FLuc inh counter -4, FLuc act counter 1, STAT1 activator 103, ROMK primary -0.074, STAT3 blocker 2, STAT3 activator 102, APP 5'UTR act 7, APP transl inh -7, STAT1 inh -3 and NF-kB neuron act 1.1.

Of the compounds above, these contain a furan ring, fused or not.
`COC(=O)N/N=C/c1ccc(-c2cc(Cl)cc(Cl)c2)o1` gave FLuc inh counter -2, FLuc act counter 1, STAT1 activator 107, STAT3 blocker 17, STAT3 activator 88, APP 5'UTR act -1, APP transl inh 1, STAT1 inh -8 and NF-kB neuron act 0.85.
For CC(=O)Nc1ccc(S(=O)(=O)NCCSCc2ccco2)cc1 the results were FLuc inh counter -3, FLuc act counter 1, STAT1 activator 97, STAT3 blocker 18, STAT3 activator 93, APP 5'UTR act 21, APP transl inh -21, STAT1 inh 3 and NF-kB neuron act 1.
